Screening results deposited in PubChem by several laboratories.
GLD-1 TGE inh: GLD-1-TGE RNA interaction inhibition (C. elegans); Q17339; purified GLD-1 + fluorescein TGE RNA, fluorescence polarization; inhibition, % at 5.96 µM; 0.44% of 320,000 active;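 active = percent inhibition above a per-plate cutoff, the plate mean of test compounds plus 3 SD, cut at about 30% in these data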;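 note: 0% = DMSO wells with GLD-1 and probe and 100% = wells lacking GLD-1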
MCL1 BIM primary: disrupts human MCL1 binding to BIM-BH3 peptide | Q07820 | GST-MCL1 / FITC-Bim-BH3 fluorescence polarization | inhibition, % at 10.9 µM | 0.68% of 320,000 active;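 active = inhibition above the mean inhibition of all tested compounds plus 3 SD, set per campaign, cut at about 40% in these data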;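 note: 0% = DMSO wells and 100% = unlabeled Bim-BH3 peptide control; higher means more loss of mP so more displacement of Bim peptide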
Target sequence (Q07820 whole entry, looked up): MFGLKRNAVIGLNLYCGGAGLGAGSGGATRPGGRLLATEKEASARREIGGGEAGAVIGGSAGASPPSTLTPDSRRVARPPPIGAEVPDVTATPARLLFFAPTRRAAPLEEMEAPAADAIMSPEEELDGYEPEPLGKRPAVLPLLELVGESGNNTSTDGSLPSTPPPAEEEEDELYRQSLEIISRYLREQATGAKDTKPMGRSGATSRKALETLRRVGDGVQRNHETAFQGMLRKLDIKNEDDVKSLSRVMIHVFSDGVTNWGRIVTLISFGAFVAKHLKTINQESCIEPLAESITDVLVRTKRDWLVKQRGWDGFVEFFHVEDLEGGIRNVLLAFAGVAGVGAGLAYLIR
BCLXL inh: blocks human Bcl-xL binding to Bim BH3 peptide. Q07817. GST-Bcl-xL / FITC-Bim BH3 peptide fluorescence polarization. 0.7% of 320,000 active. AID 2129. inhibition, % at 10.9 µM;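 active = inhibition above the mean of all tested compounds plus 3 SD, cutoff set per campaign, cut at about 30% in these data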;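 note: 0% = DMSO wells and 100% = unlabeled Bim-BH3 peptide competitor; inhibitors lower millipolarization by displacing the labeled peptide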
GSTO1 inh: blocks human GSTO1 in RBBP9 counter-screen. recombinant GSTO1, activity-based probe fluorescence polarization. P78417. inhibition, % at 5.96 µM. 1.1% of 300,000 active;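 active = inhibition above the campaign mean inhibition plus 3 SD, cut at about 35% in these data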;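 note: 0% = GSTO1-1 with DMSO and 100% = wells lacking GSTO1-1 enzyme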
PAD4 FP inh: inhibitors of human PAD4; recombinant PAD4, RCA probe fluorescence polarization; Q9UM07; inhibition, % at 6.36 µM; 0.41% of 330,000 active;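 active = percent inhibition above a cutoff equal to the mean of all tested compounds plus 3 SD, cut at about 15% in these data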;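 note: 0% = PAD4 with RCA probe and DMSO and 100% = probe without PAD4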
Target sequence (Q9UM07 whole entry, looked up): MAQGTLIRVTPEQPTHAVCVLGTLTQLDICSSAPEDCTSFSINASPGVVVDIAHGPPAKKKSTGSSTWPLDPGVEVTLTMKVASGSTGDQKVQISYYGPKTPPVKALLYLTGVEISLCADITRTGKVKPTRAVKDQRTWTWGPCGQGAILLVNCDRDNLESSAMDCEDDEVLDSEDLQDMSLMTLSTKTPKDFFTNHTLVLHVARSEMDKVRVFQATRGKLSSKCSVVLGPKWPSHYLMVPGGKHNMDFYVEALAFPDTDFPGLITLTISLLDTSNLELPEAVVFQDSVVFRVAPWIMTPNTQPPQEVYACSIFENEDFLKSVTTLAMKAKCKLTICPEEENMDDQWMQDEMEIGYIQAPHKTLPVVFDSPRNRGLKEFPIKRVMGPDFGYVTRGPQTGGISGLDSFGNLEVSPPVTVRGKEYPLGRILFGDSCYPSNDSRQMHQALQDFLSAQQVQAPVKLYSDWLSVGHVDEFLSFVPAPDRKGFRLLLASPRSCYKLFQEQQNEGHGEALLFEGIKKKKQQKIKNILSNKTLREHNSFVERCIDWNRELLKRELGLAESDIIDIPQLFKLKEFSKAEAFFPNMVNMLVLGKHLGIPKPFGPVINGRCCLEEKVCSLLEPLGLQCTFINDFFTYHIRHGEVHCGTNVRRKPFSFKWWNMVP
MEX-5 binding: C. elegans MEX-5 TCR-2 RNA binding activity; 0.38% of 300,000 active; AID 1832; activity score (negative = inhibition of binding), % at 10 µM; MEX-5/FITC-TCR2 RNA binding, fluorescence polarization; hits give low values;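 active = inhibition past about -25% in most replicates, and total fluorescence under double the plate's negative control median, limit read from the data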;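 note: 0% = DMSO and -100% = 5 µM competing unlabeled TCR2 RNA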
TPT1 inhibitor: blocks Candida albicans tRNA 2'-phosphotransferase; recombinant caTPT1, FP RNA substrate dephosphorylation; inhibition, % at 5 µM; 0.81% of 300,000 active; AID 1962;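 active = inhibition above the mean of all tested compounds plus 3 SD, set per screening campaign, cut at about 24% in these data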;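 note: plate controls were DMSO alone for no effect and ferristatin control at 100 nM for full effect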
Fam108B inh: counter-screen for RBBP9 inhibitors: inhibitors of mouse Fam108B; AID 1947; inhibition, % at 9.51 µM; recombinant Fam108B, FP-Rh probe fluorescence polarization; 0.33% of 300,000 active;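 active = inhibition above the screen mean inhibition plus 3 SD, computed separately per campaign, cut at about 18% in these data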;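 note: inhibitors lower polarization as less probe binds the enzyme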
PME-1 primary: PME-1 (human) inhibition | recombinant PME-1, FP-Rh probe fluorescence polarization | inhibition, % at 5.9 µM | 0.53% of 320,000 active | AID 2130;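 active = inhibition above the campaign mean of all compounds plus 3 SD, cut at about 26% in these data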;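 note: competitive labeling of PME-1 active site by serine hydrolase directed probe; 0% = PME-1 with DMSO and 100% = wells lacking PME-1 enzyme; inhibitors block probe labeling so polarization falls and inhibition rises; many of its hits are not listed in these tables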
* hit, by the source's call. A portion of the library (hit frequency here may not be typical).

Screening CCOC(=O)[C@H]1[C@H]2COc3cc(OC)ccc3[C@@H]2N2C(=O)c3ccc(F)cc3NC(=O)[C@@]12C returned GLD-1 TGE inh 0, MCL1 BIM primary 7, BCLXL inh 2, GSTO1 inh 4, PAD4 FP inh -1, TPT1 inhibitor -3, Fam108B inh -1 and PME-1 primary 0.
For N/N=c1\sc2ccccc2n1-c1ccccc1 the results were GLD-1 TGE inh -5, MCL1 BIM primary -5, BCLXL inh -4, GSTO1 inh -1, PAD4 FP inh 4, MEX-5 binding -1.4, TPT1 inhibitor 4, Fam108B inh -10 and PME-1 primary -4.
O=C(Nc1nnc(-c2ccccc2Cl)o1)c1cccnc1 was read as GLD-1 TGE inh 0, MCL1 BIM primary -6, BCLXL inh 0, GSTO1 inh -11, PAD4 FP inh -2, MEX-5 binding 2.5, TPT1 inhibitor 1, Fam108B inh 1 and PME-1 primary -2.
`CC(=O)Nc1ccc(C=C(C(C)=O)C(C)=O)cc1` gave GLD-1 TGE inh 3, MCL1 BIM primary 0, BCLXL inh 3, GSTO1 inh 5, PAD4 FP inh 2, MEX-5 binding -1.0, TPT1 inhibitor -1, Fam108B inh 2 and PME-1 primary 6.
For CCN(CC)CCNC(=O)c1ccc2c(c1)ncn2C1CCCCC1 the results were GLD-1 TGE inh -7, MCL1 BIM primary -3, BCLXL inh -1, GSTO1 inh 9, PAD4 FP inh 1, MEX-5 binding 0.6, TPT1 inhibitor 5, Fam108B inh 3 and PME-1 primary 0.
`CC1SC(=S)N(c2ccc(N(C)C)cc2)C1=O` (configuration not stated) gave GLD-1 TGE inh 3, MCL1 BIM primary 30, BCLXL inh 14, GSTO1 inh 15, PAD4 FP inh 15*, MEX-5 binding -5.7, TPT1 inhibitor -1, Fam108B inh -4 and PME-1 primary 3.
Nc1no[n+]([O-])c1-c1ccccc1 was read as GLD-1 TGE inh 6, MCL1 BIM primary 2, BCLXL inh 1, GSTO1 inh 9, PAD4 FP inh 2, MEX-5 binding 1.5, TPT1 inhibitor 2, Fam108B inh 1 and PME-1 primary -6.
Screening COc1ccc(N2CCN(C(=O)COc3ccc4c(C)c(C)c(=O)oc4c3C)CC2)cc1 returned GLD-1 TGE inh 2, MCL1 BIM primary 10, BCLXL inh 12, GSTO1 inh -2, PAD4 FP inh -2, MEX-5 binding 1.8, TPT1 inhibitor -4, Fam108B inh -2 and PME-1 primary 0.
For O=C(Cc1ccc2c(c1)OCCO2)N1CCN(S(=O)(=O)c2ccccc2C(F)(F)F)CC1 the results were GLD-1 TGE inh 0, MCL1 BIM primary -11, BCLXL inh 1, GSTO1 inh -1, PAD4 FP inh 0, MEX-5 binding 0.4, TPT1 inhibitor 0, Fam108B inh 5 and PME-1 primary 4.
`Cc1ccc2nsnc2c1S(=O)(=O)N1CCCC1C(=O)O` (configuration not stated) gave GLD-1 TGE inh -4, MCL1 BIM primary 7, BCLXL inh 3, GSTO1 inh 0, PAD4 FP inh 1, MEX-5 binding 3.6, TPT1 inhibitor -5, Fam108B inh 4 and PME-1 primary -1.
Cn1c(CN2CCOCC2)nnc1SCC(=O)Nc1ccc([N+](=O)[O-])cc1O was read as GLD-1 TGE inh -4, MCL1 BIM primary -5, BCLXL inh 1, GSTO1 inh -4, PAD4 FP inh 0, MEX-5 binding -4.9, TPT1 inhibitor -1, Fam108B inh 1 and PME-1 primary -6.
Screening O=C(CSc1ncnc2c1cnn2Cc1ccccc1)Nc1ccc2c(c1)OCCO2 returned GLD-1 TGE inh 6, MCL1 BIM primary -3, BCLXL inh -3, GSTO1 inh 18, PAD4 FP inh 0, MEX-5 binding 0.2, TPT1 inhibitor 4, Fam108B inh -3 and PME-1 primary -1.
`O=C(O)c1cc([N+](=O)[O-])ccc1NCCO` gave GLD-1 TGE inh 9, MCL1 BIM primary 10, BCLXL inh 6, GSTO1 inh 5, PAD4 FP inh 1, MEX-5 binding -1.9, TPT1 inhibitor -1, Fam108B inh 1 and PME-1 primary -5.
`C=CCn1c(N)c(C(=O)N2CCN(C)CC2)sc1=S` gave GLD-1 TGE inh -1, MCL1 BIM primary 12, BCLXL inh 0, GSTO1 inh 2, PAD4 FP inh -4, MEX-5 binding 0.7, TPT1 inhibitor -3, Fam108B inh 5 and PME-1 primary 6.
`O=C(Cn1c(=O)oc2cc(S(=O)(=O)N3CCCC3)ccc21)N1CCN(c2ccccc2F)CC1` gave GLD-1 TGE inh 1, MCL1 BIM primary 3, BCLXL inh 6, GSTO1 inh -3, PAD4 FP inh -4, MEX-5 binding 2.6, TPT1 inhibitor 0, Fam108B inh 0 and PME-1 primary -1.
Screening O=C(N/N=C/c1coc2ccccc2c1=O)c1ccccc1 returned GLD-1 TGE inh 8, MCL1 BIM primary 12, BCLXL inh 6, GSTO1 inh 17, PAD4 FP inh 5, MEX-5 binding -1.7, TPT1 inhibitor -1, Fam108B inh -1 and PME-1 primary -13.
For O=C(c1ccco1)N1CCN(C(=O)C2(S(=O)(=O)c3ccc(Cl)cc3)CC2)CC1 the results were GLD-1 TGE inh -4, MCL1 BIM primary -1, BCLXL inh -4, GSTO1 inh -9, PAD4 FP inh -3, MEX-5 binding 2.2, TPT1 inhibitor -1, Fam108B inh 2 and PME-1 primary 2.
`OCCC1CN(Cc2ccc3nsnc3c2)CCN1CCc1ccccc1` (configuration not stated) gave GLD-1 TGE inh -3, MCL1 BIM primary 14, BCLXL inh 6, GSTO1 inh -1, PAD4 FP inh -3, MEX-5 binding -4.0, TPT1 inhibitor -8, Fam108B inh -1 and PME-1 primary 3.
`COc1ccc(OC)c(NC(=O)c2cc3ccccc3o2)c1` gave GLD-1 TGE inh 4, MCL1 BIM primary 3, BCLXL inh 4, GSTO1 inh 0, PAD4 FP inh -5, MEX-5 binding -2.3, TPT1 inhibitor -5, Fam108B inh 2 and PME-1 primary 6.
For O=C(CSc1nnnn1Cc1ccccc1)Nc1cccc(F)c1 the results were GLD-1 TGE inh 7, MCL1 BIM primary 5, BCLXL inh 8, GSTO1 inh 10, PAD4 FP inh -4, MEX-5 binding -2.6, TPT1 inhibitor -7, Fam108B inh 4 and PME-1 primary -2.
CCCCNC(=O)CSc1nc2ccccc2c(=O)n1CC1COc2ccccc2O1 (configuration not stated) was read as GLD-1 TGE inh 6, MCL1 BIM primary -7, BCLXL inh -2, GSTO1 inh 5, PAD4 FP inh -1, MEX-5 binding 0.2, TPT1 inhibitor 1, Fam108B inh -2 and PME-1 primary -13.
Screening O=C(COC(=O)c1cccc(Cl)c1Cl)NCc1cccs1 returned GLD-1 TGE inh -4, MCL1 BIM primary -6, BCLXL inh 0, PAD4 FP inh -4 and PME-1 primary 4.
Screening Cc1sc2c(c1C)c(=O)n(-c1ccccc1)c1nncn21 returned GLD-1 TGE inh -3, MCL1 BIM primary 1, BCLXL inh 0, GSTO1 inh 7, PAD4 FP inh -2, MEX-5 binding 0.0, TPT1 inhibitor 2, Fam108B inh 3 and PME-1 primary -1.
O=c1/c(=C/c2ccccn2)sc2nc3ccccc3n12 was read as GLD-1 TGE inh 20, MCL1 BIM primary 27, BCLXL inh 21, GSTO1 inh 5, PAD4 FP inh 3, MEX-5 binding -10.0, TPT1 inhibitor -10, Fam108B inh 0 and PME-1 primary -1.
CCOc1nc(-c2ccccc2)ccc1-c1noc(COc2ccccc2)n1 was read as GLD-1 TGE inh -1, MCL1 BIM primary -14, BCLXL inh -7, GSTO1 inh 2, PAD4 FP inh -4, MEX-5 binding -0.6, TPT1 inhibitor 4, Fam108B inh -8 and PME-1 primary -16.
For COc1ccc(-c2nc3c(c(SCC(=O)N4CCOCC4)n2)Cc2c(CO)cnc(C)c2O3)cc1 the results were GLD-1 TGE inh -10, MCL1 BIM primary -7, BCLXL inh 0, GSTO1 inh -1, PAD4 FP inh -2, MEX-5 binding 3.0, TPT1 inhibitor -3, Fam108B inh -5 and PME-1 primary -2.
COc1ccc(C)cc1S(=O)(=O)Nc1cccc(Cl)c1 was read as GLD-1 TGE inh 12, MCL1 BIM primary 0, BCLXL inh 4, GSTO1 inh -1, PAD4 FP inh -1, MEX-5 binding 2.5, TPT1 inhibitor -1, Fam108B inh -1 and PME-1 primary 13.
COC(=O)c1c(NC(=O)COC(=O)c2ccccn2)sc(C)c1C was read as GLD-1 TGE inh 7, MCL1 BIM primary -7, BCLXL inh -4, GSTO1 inh -4, PAD4 FP inh 3, MEX-5 binding -0.4, TPT1 inhibitor -1, Fam108B inh -1 and PME-1 primary 5.
For O=C(CCN1C(=O)C2C3CC(C(Br)C3Br)C2C1=O)OCC(=O)c1cccc([N+](=O)[O-])c1 (configuration not stated) the results were GLD-1 TGE inh 7, MCL1 BIM primary -5, BCLXL inh 1, GSTO1 inh 2, PAD4 FP inh 0, MEX-5 binding 3.6, TPT1 inhibitor -1, Fam108B inh 1 and PME-1 primary 2.
For COc1ccc(NC(=O)CNC(=O)C23CC4CC(CC(C4)C2)C3)c(OC)c1 the results were GLD-1 TGE inh -4, MCL1 BIM primary 4, BCLXL inh 6, GSTO1 inh 10, PAD4 FP inh -6, MEX-5 binding 0.4, TPT1 inhibitor 1, Fam108B inh -5 and PME-1 primary -1.
O=C(CCc1nc2ccccc2c(=O)[nH]1)NCC(=O)Nc1ccc(F)c(F)c1 was read as GLD-1 TGE inh 3, MCL1 BIM primary 5, BCLXL inh 8, GSTO1 inh 2, PAD4 FP inh -1, MEX-5 binding 0.1, TPT1 inhibitor 3, Fam108B inh 3 and PME-1 primary -1.
Screening CCc1ccc(CNC(=O)CCCC(=O)n2nc(C)c3ccccc32)cc1 returned GLD-1 TGE inh -2, MCL1 BIM primary 3, BCLXL inh 6, GSTO1 inh 5, PAD4 FP inh 6, MEX-5 binding 4.1, TPT1 inhibitor 1, Fam108B inh 4 and PME-1 primary -5.
`O=C(NCc1cccnc1)c1c[nH]c2cc3c(cc2c1=O)OCCO3` gave GLD-1 TGE inh 6, MCL1 BIM primary 10, BCLXL inh 10, GSTO1 inh -3, PAD4 FP inh -1, MEX-5 binding -2.0, TPT1 inhibitor -1, Fam108B inh 2 and PME-1 primary 4.
Screening Cn1c(=O)[nH]c2sc3c(c2c1=O)CC(C)(C)OC3 returned GLD-1 TGE inh -1, MCL1 BIM primary -2, BCLXL inh 4, GSTO1 inh 6, PAD4 FP inh 2, MEX-5 binding -3.1, TPT1 inhibitor 0, Fam108B inh 2 and PME-1 primary -8.
`CCC(c1nnnn1C1CCCC1)N1CCN(c2ccccc2F)CC1` (configuration not stated) gave GLD-1 TGE inh 1, MCL1 BIM primary 5, BCLXL inh 5, GSTO1 inh -4, PAD4 FP inh -2, MEX-5 binding 0.1, TPT1 inhibitor 0, Fam108B inh -2 and PME-1 primary -3.
Screening COc1ccc(Oc2nnc(-c3ccc(C)cc3)c3ccccc23)cc1 returned GLD-1 TGE inh -8, MCL1 BIM primary -2, BCLXL inh -2, GSTO1 inh 2, PAD4 FP inh -3, MEX-5 binding -1.5, TPT1 inhibitor 0, Fam108B inh 4 and PME-1 primary -2.
For CCOc1ccc(NC(=O)C(=O)NCCN2CCN(S(=O)(=O)c3ccc(C)cc3)CC2)cc1 the results were GLD-1 TGE inh -1, MCL1 BIM primary 3, BCLXL inh 6, GSTO1 inh 0, PAD4 FP inh 3, MEX-5 binding 3.5, TPT1 inhibitor -4, Fam108B inh 1 and PME-1 primary -3.
